# CRFR2-BP antag = CRF-BP/CRF-R2 complex antagonism; HEK293 CRF-R2/CRF-BP, CRF-induced calcium fluorescence; inhibition, % at 11.8 µM; hit rate 0.59% among 350,000;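 active = inhibition of the ligand-induced calcium signal above about 50% at the single tested concentration, limit read from the data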
# M4 PAM = potentiates acetylcholine response at human M4 receptor. CHO-K1 hM4/Gqi5, Fluo-8 calcium fluorescence, ACh EC20; 0% = ACh EC20, 100% = maximal ACh. P08173. hit rate 0.4% among 360,000. activation, % at 3 µM;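 active = activation above its plate's cutoff, the mean activation of sample wells plus 3 SD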; also: some results filed as inactive read as strong as hits
# IDE inh = cellular human IDE inhibition; hit rate 0.41% among 320,000; inhibition, % at 5.59 µM; HEK cells, FAbetaB cleavage, fluorescence polarization;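 active = percent inhibition above the average of all tested compounds plus 3 SD, set per screening campaign, cut at about 16% in these data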;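 also: IDE supplied by intact live HEK cells; FP after avidin binding of uncleaved biotin substrate so inhibition keeps polarization high; 0% = DMSO wells and 100% = 60 µM reference IDE inhibitor Ii1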
# CRFR2-BP ag = CRF-BP/CRF-R2 complex agonism. HEK293 CRF-R2/CRF-BP, calcium dye fluorescence (FLIPR); percent of saturating CRF peptide response. activation, % at 13.2 µM. hit rate 0.46% among 350,000. AID 588473;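 active = activation of at least 50%, plus an integration ratio under a set limit after plate pattern correction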;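 also: plate controls were neutral control wells without compound for no effect and CRF at EC100 for full effect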
# MEKK3 PB1 HTS = raises or lowers MEK5 binding to the human MEKK3 PB1 domain; Q99759; bead-based flow cytometry, Alexa488-MEK5 binding to MEKK3; actives lie on both sides; 0 = blocked by unlabeled MEK5, 100 = vehicle; binding response (% of control), % at 10 µM; hit rate 1.4% among 290,000;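 active = binding response more than 3 SD above or below the average of its plate-row segment, actives on both sides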;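 also: Alexa488 bead fluorescence after subtracting the streptavidin-only scavenger bead signal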
# Target sequence (Q99759 whole entry, looked up, the tested form may be a part): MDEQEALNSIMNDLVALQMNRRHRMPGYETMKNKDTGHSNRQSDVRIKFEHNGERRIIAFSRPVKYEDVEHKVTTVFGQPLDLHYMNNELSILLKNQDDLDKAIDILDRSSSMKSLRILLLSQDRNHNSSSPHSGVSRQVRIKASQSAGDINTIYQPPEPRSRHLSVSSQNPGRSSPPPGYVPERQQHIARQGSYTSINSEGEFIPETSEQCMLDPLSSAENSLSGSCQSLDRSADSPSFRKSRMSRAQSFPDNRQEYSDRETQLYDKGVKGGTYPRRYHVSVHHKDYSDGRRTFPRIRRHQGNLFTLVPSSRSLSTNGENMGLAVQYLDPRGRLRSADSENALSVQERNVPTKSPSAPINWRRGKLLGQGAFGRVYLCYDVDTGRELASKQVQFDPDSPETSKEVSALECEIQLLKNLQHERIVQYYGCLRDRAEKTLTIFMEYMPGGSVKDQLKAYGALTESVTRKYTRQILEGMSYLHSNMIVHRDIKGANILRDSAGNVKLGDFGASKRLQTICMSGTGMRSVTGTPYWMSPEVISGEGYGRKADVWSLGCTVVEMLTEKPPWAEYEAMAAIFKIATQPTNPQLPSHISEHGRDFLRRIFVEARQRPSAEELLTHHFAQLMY
# pCIP destab = compounds decreasing mouse p/CIP protein stability; hit rate 0.01% among 290,000; F442A p/CIP-EGFP cells, EGFP fluorescence, 16 h; Q05BA5; decrease of EGFP signal, % at 10 µM;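 active = EGFP signal decrease of at least 30% at 10 µM or well 3 SD below plate mean, unless failing retest; inactive = the rest, including hits failing retest or dose response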; also: some compounds called inactive have numbers as strong as hits; many of its hits are not listed in these tables
# PHOSPHO1 block = blocks human PHOSPHO1 phosphatase activity; Q8TCT1; recombinant PHOSPHO1, absorbance phosphatase assay; inhibition, % at 13.3 µM; hit rate 1.1% among 290,000; AID 1565; in the data active = inhibition above about 60%
# Target sequence (Q8TCT1 whole entry, looked up): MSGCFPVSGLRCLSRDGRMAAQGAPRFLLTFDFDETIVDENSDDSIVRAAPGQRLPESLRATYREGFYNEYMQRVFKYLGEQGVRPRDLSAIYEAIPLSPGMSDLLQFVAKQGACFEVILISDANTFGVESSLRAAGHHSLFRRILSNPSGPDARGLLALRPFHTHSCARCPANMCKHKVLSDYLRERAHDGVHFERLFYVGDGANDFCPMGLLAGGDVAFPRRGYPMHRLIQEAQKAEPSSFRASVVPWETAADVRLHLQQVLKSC
# GalR3 antag = blocks the human galanin receptor 3; HEK293 GalR3-CNG cAMP membrane potential fluorescence; galR3 body fused to GalR1 C-terminus; inhibition, % at 3 µM; hit rate 0.44% among 360,000; AID 651719;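 active = inhibition above the screen-wide average plus 3 SD, cut at about 13% in these data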;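 also: forskolin and galanin both at EC90 stimulate the cells; cAMP rise reported by CNG channel membrane potential dye signal; 0% = forskolin plus galanin with DMSO and 100% = forskolin alone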
# IDE cell activ = activators of human insulin-degrading enzyme in cells; HEK cells, FAbeta-B cleavage, fluorescence polarization; 0% vehicle, 100% cell-free pure enzyme wells; P14735; activation, % at 5.96 µM; hit rate 0.073% among 340,000;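 active = activation above the mean of all tested compounds plus 3 SD, set per screening campaign, cut at about 17% in these data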
# Starred values were filed as active, the others as inactive; x = no result given. Rows were taken by chance; overall some 4.2% were active at least once.
SMILES,CRFR2-BP antag,M4 PAM,IDE inh,CRFR2-BP ag,MEKK3 PB1 HTS,pCIP destab,PHOSPHO1 block,GalR3 antag,IDE cell activ
Cc1[nH]c(=O)c(C(=O)/C=C/c2ccccc2)c2c1CCCC2,-47,-5,0,-1.2,107,-1,-17,-2,4
CC(C)(C)NC(=O)C12CCC(C)(c3nc4ccccc4nc31)C2(C)C (configuration not stated),0,7,-4,-2.3,99,4,6,-6,-6
COc1ccc(OCC(=O)Nc2nc3c(s2)CCCC3)cc1,1,-1,12,1.3,104,-9,44,-9,7
COC(=O)c1coc(-c2ccc(C)cc2)c1C(=O)OC,3,2,-7,-0.4,103,-11,9,-2,2
Cc1nnc(NC(=O)CSc2nnc(-c3ccccc3)n2C)s1,-39,-2,3,32,101,9,6,-2,0
O=C(C#Cc1ccccc1)c1ccco1,-14,5,7,29,99,-42,16,-4,-7
Cc1cccc(N(C)C(=O)c2cnn(-c3ccccc3)c2C)c1,-3,-2,7,-0.8,102,-2,24,1,5
CC1CCN(S(=O)(=O)c2ccc3c(c2)oc(=O)n3C)CC1,2,-2,-1,0.3,100,0,40,-4,3
COc1ccccc1/C=N/NC(=O)CNC(=O)c1ccccc1,-2,-2,-1,0.2,97,0,4,-3,3
Cc1cccc(-n2ncc3c(N4CCCc5ccccc54)ncnc32)c1,-2,6,5,2.1,101,-14,-12,-5,4
O=c1c(Cc2ccc(F)cc2)c(O)ccn1CCCN1CCOCC1,-1,10,5,0.7,103,4,37,-5,0
O=C(COC(=O)CCC(=O)c1cccs1)NC1CCCCC1,-10,-3,2,-0.4,x,x,x,-5,-1

# Only GalR3 antag, IDE cell activ and PHOSPHO1 block (4 entries from above):
Molecule,GalR3 antag,IDE cell activ,PHOSPHO1 block
COc1ccc(OCC(=O)Nc2nc3c(s2)CCCC3)cc1,-9,7,44
Cc1nnc(NC(=O)CSc2nnc(-c3ccccc3)n2C)s1,-2,0,6
O=C(C#Cc1ccccc1)c1ccco1,-4,-7,16
COC(=O)c1coc(-c2ccc(C)cc2)c1C(=O)OC,-2,2,9

# Returning to the listing, repeating the 6 entries before the break.
SMILES,CRFR2-BP antag,M4 PAM,IDE inh,CRFR2-BP ag,MEKK3 PB1 HTS,pCIP destab,PHOSPHO1 block,GalR3 antag,IDE cell activ
Cc1cccc(N(C)C(=O)c2cnn(-c3ccccc3)c2C)c1,-3,-2,7,-0.8,102,-2,24,1,5
CC1CCN(S(=O)(=O)c2ccc3c(c2)oc(=O)n3C)CC1,2,-2,-1,0.3,100,0,40,-4,3
COc1ccccc1/C=N/NC(=O)CNC(=O)c1ccccc1,-2,-2,-1,0.2,97,0,4,-3,3
Cc1cccc(-n2ncc3c(N4CCCc5ccccc54)ncnc32)c1,-2,6,5,2.1,101,-14,-12,-5,4
O=c1c(Cc2ccc(F)cc2)c(O)ccn1CCCN1CCOCC1,-1,10,5,0.7,103,4,37,-5,0
O=C(COC(=O)CCC(=O)c1cccs1)NC1CCCCC1,-10,-3,2,-0.4,x,x,x,-5,-1
COc1ccccc1NC(=O)c1ccc(N2CC3CC(C2)c2cccc(=O)n2C3)c(NC(=O)c2ccncc2)c1 (configuration not stated),7,-3,-5,0.2,103,-2,16,2,3
O=C(CCCN1C(=O)c2cccc3cccc(c23)C1=O)NCc1cccnc1,2,6,1,-1.9,102,-2,2,2,4
Cc1ccc(C(=O)NNC(=O)CCCN2C(=O)/C(=C/c3ccccc3Cl)SC2=S)cc1,-35,6,16,-1.1,114,-2,4,0,3
COc1ccccc1C/C(N)=N/OC(=O)COc1cc(C)cc(C)c1C,-2,0,2,11,95,-7,27,-4,2
O=C(NCc1ccc(Cl)cc1)C1CCCN1C(=O)Nc1ccc(F)cc1 (configuration not stated),5,-4,-1,-0.4,99,8,x,-6,3
Cc1ccccc1NS(=O)(=O)c1ccc(C(=O)N2CCN(S(=O)(=O)c3ccccc3)CC2)cc1,11,0,5,0.6,x,x,x,3,-1
CN(Cc1ccncn1)C(=O)C1CCC(=O)N(Cc2cccc(C(F)(F)F)c2)C1 (configuration not stated),19,-5,-3,-3.3,103,-7,21,0,-1
Cc1c(NC(=O)c2cc(-c3ccc(Br)cc3)on2)c(=O)n(-c2ccccc2)n1C,-22,-6,3,-1.4,102,-7,8,-11,2
COCCC(=O)N1CCC(Oc2ccc(C(=O)N3C[C@@H]4CCC[C@H]3C4)cc2)CC1,-29,-3,4,3.3,102,-7,12,-7,5
CCC(C)c1ccccc1NC(=O)COC(=O)c1ccc(N2CCCC2)c([N+](=O)[O-])c1 (configuration not stated),-32,2,0,1.6,132*,3,-5,-1,5
CC(C)C[C@H](NC(=O)c1nc[nH]c1C(=O)N1CCc2ccccc2C1)C(=O)OC(C)(C)C,-7,1,-4,-2.1,107,-5,22,-7,-4
CCOc1ccc(S(=O)(=O)NC(C)C)cc1C(N)=O,9,4,-5,0.8,104,16,22,-6,-4
O=C(Nc1c2c(nn1-c1ccc(F)cc1)CS(=O)(=O)C2)C12CC3CC(CC(C3)C1)C2,-1,6,1,-2.3,x,-7,28,-9,1
CN(CC(=O)NCC(=O)Nc1ccc(F)cc1)CC(=O)Nc1ccc(Cl)c(C(F)(F)F)c1,-13,2,x,-1.7,x,x,x,-6,2
CC(OC(=O)C1=COCCO1)C(=O)c1ccc(C(C)(C)C)cc1 (configuration not stated),2,-7,x,2.0,x,x,x,-4,0
CCOc1ccc(Nc2nc(NCC3CCCO3)c3ccccc3n2)cc1 (configuration not stated),-15,-14,1,-2.4,103,-3,-15,-5,4
O=C(Nc1ccc2oc(=O)ccc2c1)c1ccc(-c2cccc(Cl)c2)o1,0,19,-1,-0.3,94,-10,45,-3,-7
COc1ccc(-c2cc(C(F)(F)F)n3nc(C(=O)O)cc3n2)cc1OC,0,0,7,-0.9,92,-6,-1,-1,4
Cc1cccc(C)c1NC(=S)/N=C/N(C)C,29,0,-6,-0.9,101,-2,4,-7,2
CCOc1ccc(C(=O)CSCC(=O)O)cc1,-1,5,2,-0.8,96,-8,19,4,-2
O=C(O)c1ccc(OCc2occc2C(=O)O)cc1,5,8,-1,0.0,105,-13,-74,1,-2
CCOc1ccc(S(=O)(=O)N(CC)CC)cc1N,-8,-2,3,-1.2,79,4,12,2,4
CNC(=O)CN(c1ccc(Oc2ccccc2)cc1)S(=O)(=O)c1ccc(C)cc1,-15,2,-1,-0.4,105,3,28,-1,2
COc1ccc(OC)c(NC(=O)CSc2nnc(Cn3nnc4ccccc43)n2C)c1,13,3,0,-2.6,104,-10,27,-3,4
CN(Cc1ccccc1)S(=O)(=O)c1cccc2cccnc12,-5,4,2,-1.1,105,-12,4,-3,-1
Cc1nc(NC(=O)CC(C)C)sc1-c1csc(Nc2ccc(Cl)cc2)n1,-8,3,6,-1.7,106,-14,20,-5,4
Cc1ccc(S(=O)(=O)c2cc3c(=O)n4ccccc4nc3n(C)c2=N)cc1,-34,4,3,-2.0,x,0,10,-5,5
COC(=O)Cn1cnc2c(cnn2-c2ccc(C)cc2)c1=O,-8,-2,-2,-0.5,103,2,29,x,7
COc1cccc(C(=O)Nc2ccc(Oc3cccc(C(F)(F)F)c3)nc2)c1,-4,-38,10,5.2,55,3,28,-4,1
O=[N+]([O-])c1ccc(OCCCCN2CCCCC2)cc1,6,-16,-2,2.3,96,4,-4,-5,6
Cc1c(Cl)cccc1NC(=O)c1cc(C2CC2)on1,-19,4,-2,1.6,107,-15,6,3,1
CCOC(=O)C1CCN(C(=O)c2ccccc2NS(=O)(=O)c2cc(C)ccc2C)CC1,-5,5,8,-1.8,101,2,-18,1,-6
CCN1CCN(C(c2ccccc2)c2nnnn2CCc2ccc(OC)c(OC)c2)CC1 (configuration not stated),-6,6,3,-0.9,105,0,7,4,-2
CN(C(=O)COC(=O)C12CC3CC(CC(C3)C1)C2)c1c(N)n(Cc2ccccc2)c(=O)[nH]c1=O,5,1,0,1.3,x,x,x,-5,-4
CN1CCN(C(CNS(=O)(=O)c2ccc(Br)cc2)c2ccc3c(c2)OCO3)CC1 (configuration not stated),-12,0,-2,3.3,x,x,x,-4,8
COc1ccccc1OCCSc1nc2ccccc2n1CCC(=O)O,0,8,4,0.1,102,-8,x,-9,2
N=c1sccn1CC(=O)Nc1ccc(Cl)c(S(=O)(=O)N2CCOCC2)c1,3,1,0,1.1,99,-3,24,1,-6
Cn1c(C(=O)NCCC2=CCCCC2)cc2c(=O)n3ccccc3nc21,-7,2,4,-0.2,109,-4,-11,4,3
COc1cccc(OC)c1OCCCCc1c(C)n[nH]c1C,-14,-3,2,2.7,105,-1,14,-7,4
Cc1occc1C(=O)NCc1nc(-c2ccc(Cl)cc2)no1,8,-3,-2,-1.7,96,1,32,-9,3

# High-throughput results from PubChem BioAssay.
